From PubChem BioAssay
NCI-60 one-dose screen, 48 h, at 10 µM unless noted. Numbers give growth in % (100 = growth as untreated, 0 = no growth, -100 = all killed).
NCI-H226: NCI-H226 lung cancer; hit rate 3.5% among 79,000
NCI-H460: NCI-H460 lung cancer; hit rate 6.8% among 82,000
NCI-H522: NCI-H522 lung cancer; hit rate 8% among 78,000; AID 1794739
KM12: KM12 colon cancer cells | hit rate 5% among 82,000
NCI-H23: NCI-H23 lung cancer; hit rate 4% among 80,000; AID 1794731
IGROV1: IGROV1 ovarian cancer; hit rate 4.7% among 79,000
NCI-H322M: NCI-H322M lung cancer | hit rate 2.7% among 80,000 | AID 1794733
COLO 205: COLO 205 colon cancer | hit rate 7.3% among 79,000
NCI/ADR-RES: NCI/ADR-RES ovarian cells; hit rate 4.4% among 81,000
The depositor's hits bear a star; . = no result given. The calls were made as follows: active = growth percent below 10; inactive = the rest.

canonical_smiles,NCI-H460,IGROV1,NCI/ADR-RES,NCI-H226,NCI-H322M,COLO 205,NCI-H23,KM12,NCI-H522
CCC(=O)[C@H](C)[C@@H](O)[C@H](C)[C@H]1OC(CC)=C(C)C(=O)[C@@H]1C,103,111,91,105,120,139,98,105,93
C=C(C[n+]1ccccc1)[C@@H]1CC[C@]2(C(=O)O)CC[C@]3(C)[C@H](CC[C@@H]4[C@@]5(C)CC[C@H](OC(C)=O)C(C)(C)[C@@H]5CC[C@]43C)[C@@H]12,107,93,100,99,98,106,103,106,96
COc1ccc(S(=O)(=O)Nc2cc(/C=C\c3cc(OC)c(OC)c(OC)c3)cc(OC)c2OC)cc1OC,11,50,13,67,55,-47*,31,22,37
COc1c(O)cc2oc3cc(O[C@@H]4OC(C)[C@@H](O)[C@H](O)C4O)c(CC=C(C)C)c(O)c3c(=O)c2c1CC=C(C)C (stereo partly drawn),91,84,102,90,107,114,89,88,68
COc1cc(-c2nc(-c3ccc(-c4nc5ccc(F)cc5[nH]4)cc3)no2)cc(OC)c1OC,43,47,13,29,91,60,30,11,18
NC1=NC(=O)/C(=C/c2ccccc2)S1,110,120,110,105,107,113,105,111,98
CC(C(N)=O)N1CCN(c2cccc(Cl)c2)CC1 (stereo not drawn),109,110,101,101,111,109,98,107,106
COc1ccc(-c2nc(N3CCOCC3)c3c4c(sc3n2)CCCC4)cc1,90,76,94,87,86,90,92,85,75
Nc1nc(=O)[nH]c2ccc(S(=O)(=O)c3ccc(Cl)cc3)cc12,115,107,113,.,106,100,108,107,87
Nc1ccc(S(=O)(=O)Nc2ccnn2-c2ccccc2)cc1,108,107,103,106,95,109,107,105,101
COc1cc(-c2nc3sccn3c2-c2ccnc(NCCNS(=O)(=O)c3ccc(F)cc3)n2)ccc1F,14,4.0*,8.6*,3.2*,30,5.5*,13,9.1*,-6.6*
CC1C(=O)NC2=Nc3ccccc3C(=O)NN21 (stereo not drawn),104,80,103,93,97,104,97,101,97
CSc1ccc(-c2csc(-c3cc(Cl)cc(Cl)c3Cl)n2)cc1,92,55,105,93,92,89,90,98,83
COC1=CC(c2ccc[nH]2)=N/C1=C\c1[nH]c(C)c(C(=O)CCCCC(=O)Oc2ccc3c(c2)CCC2C3CC[C@]3(C)[C@@H](O)CC[C@@H]23)c1C (stereo partly drawn),30,71,82,61,63,95,73,29,13
O=C(O)c1ccccc1Oc1cccc(C(F)(F)F)c1,101,103,107,100,101,102,103,109,85
CC1CC2C3CCC4=CC(=O)CCC4(C)C3CCC2(C)C1(O)C(=O)CO (stereo not drawn),117,117,114,103,109,117,115,119,92
N=C1SCC(=O)N1c1ncc(Cc2cccc(C(F)(F)F)c2)s1,35,63,58,81,71,95,81,67,75
O=C1NC(c2ccc(Cl)cc2)N=C2C(c3ccccc3)=NOC12 (stereo not drawn),108,117,106,105,115,114,99,104,87
Cc1cnc2c(=O)n(C)c(=O)n(C)c2n1,99,118,101,92,118,109,.,103,105
N#Cc1nc(-c2ccco2)cc(-c2ccc(Nc3nc(N4CCCCC4)nc(N4CCCCC4)n3)cc2)c1N,96,108,96,88,101,115,103,98,87

More compounds
canonical_smiles,NCI-H460,IGROV1,NCI/ADR-RES,NCI-H226,NCI-H322M,COLO 205,NCI-H23,KM12,NCI-H522
Oc1[nH]c2ccccc2c1/C=c1/ccc2c(c1)N=C(c1ccc(C(F)(F)F)cc1)N=2,41,41,69,90,77,79,67,32,41
CC(C)N1C(=O)c2ccccc2C(n2c(-c3ccc(C(F)(F)F)cc3)nc3ccccc32)C1=O (stereo not drawn),106,89,98,99,90,98,91,97,81
O=C(C[n+]1ccccc1)c1ccc(I)cc1,107,106,108,95,103,91,102,105,67
O=c1[nH]c(NCc2ccccn2)nc2sc3c(c12)CCCC3,98,104,92,89,107,101,96,99,.
Cc1ccc(-c2csc(NC(=O)CSc3nc(-c4ccccc4)c(C#N)c(=O)[nH]3)n2)cc1,103,87,93,91,84,112,99,99,91
CC(=O)C1=C(C)NC(SCC(=O)Nc2ccc(S(=O)(=O)Nc3cc(C)on3)cc2)=NC1c1ccccc1 (stereo not drawn),98,114,103,117,102,122,102,100,100
CCCCCCCCCCN=C(c1ccc(N(C)C)cc1)c1ccc(N(C)C)cc1,12,.,-3.1*,58,45,6.5*,28,28,2.4*
Oc1cccc2ccc(N/N=C/c3cc(CN4CCCCC4)c(O)c4ncccc34)nc12,-40*,14,8.6*,-30*,25,8.4*,-11*,9.2*,-16*
NC(=O)c1n[nH]n2c1nc(=O)c1sc(-c3ccccc3)cc12,101,104,101,92,98,94,91,94,78
CN(Cc1cc(Br)c(O)c(Br)c1)Cc1cc(Br)c(O)c(Br)c1,112,114,104,94,104,121,98,103,98
NCC1CC2c3ccccc3C1c1ccccc12 (stereo not drawn),104,99,102,88,102,117,97,101,85
CCOC(=O)N(Cc1ccccc1)c1ccccc1,103,105,102,99,104,107,97,100,106
O=C(C/C(=N\C(=S)Nc1cc(C(F)(F)F)ccc1Cl)NO)N1CCCC1,113,114,107,104,105,110,99,105,96
O=C(O)c1ccc(C(=O)O)c(Br)c1,100,112,102,93,99,103,95,97,98
N#CC1=C(c2ccc(Cl)cc2)Nc2c(c(-c3ccccc3)nn2-c2ccccc2)[C@@]12C(=O)Nc1ccccc12,76,94,93,71,99,91,96,83,87
CCNC(=S)NNc1ccccc1,93,108,97,97,107,110,96,76,113
Cc1ccc(NC(=O)CN2C(=O)/C(=C3\SC(=S)N(CCCCCCCCCCC(=O)O)C3=O)c3ccccc32)c(C)c1,97,101,107,97,93,109,96,94,92
CCCCn1c(=O)[nH]c(N)c(C(c2ccccc2F)c2c(N)[nH]c(=O)n(CCCC)c2=O)c1=O,81,86,104,105,90,101,95,80,61
COc1ccc2c(c1)C=C1CSCC3=Cc4cc(OC)ccc4OC13O2,6.9*,32,-1.6*,.,49,3.2*,19,17,15
NC(=O)c1cc(C(N)=O)nc(Cl)n1,106,110,115,113,117,128,100,106,102

(cont.)
canonical_smiles,NCI-H460,IGROV1,NCI/ADR-RES,NCI-H226,NCI-H322M,COLO 205,NCI-H23,KM12,NCI-H522
COc1cc2c(cc1OC)C(=O)C(CC1CCN(C(=O)Nc3ccc(C)cc3)CC1)C2 (stereo not drawn),97,96,100,.,96,110,100,94,88
C=C(CC(=O)O)C(=O)O,101,110,104,98,104,104,94,100,99
O=C(NC1CCCCC1)C(c1ccccc1)c1ccccc1,104,91,100,99,108,108,97,99,89
O=C(Nc1ccc(OS(=O)(=O)c2ccccc2)cc1)C1CCCCCC1,100,119,89,92,105,102,92,95,89
COc1ccc(-c2nc3sccn3c2-c2ccnc(NCCNS(=O)(=O)c3cccc(F)c3)n2)cc1,75,77,66,59,88,59,85,45,75
NC(=O)c1cccc([C@@H]2O[C@H](CO)[C@@H](O)[C@H]2O)c1,103,110,24,73,87,40,64,35,42
O=C(c1ccccc1)C(NCc1ccccc1)c1ccccc1 (stereo not drawn),105,111,107,101,110,104,101,98,94
N=C(N)c1ccc(-c2ccc(-c3cc(Cl)cc(Cl)c3)s2)s1,-34*,-27*,-21*,91,-45*,-75*,-49*,-59*,-71*
CN(C)CCOc1ccccc1CN,104,101,100,97,.,106,98,102,85
Cc1[nH][nH]c2nc3nc(=S)sc3c(-c3ccc(Cl)cc3)c12,97,97,100,93,93,95,.,93,93
O=C(NCCCl)c1cc(Cl)cc(Cl)c1,113,106,105,102,98,112,103,107,93
CC(=O)OC1Oc2cc(C)c(C)cc2-c2oc(=O)c(Sc3ccc(C)cc3)cc21 (stereo not drawn),115,95,103,113,125,109,105,108,90
C#C[C@]1(O)CC[C@H]2[C@@H]3CCc4c(C)ccc(O)c4[C@H]3CC[C@@]21C,102,110,95,106,122,107,114,113,.
O=c1ccc(N=Nc2ccc(S(=O)(=O)Nc3nncs3)cc2)c(O)[nH]1,107,107,107,100,100,103,97,103,84
CC1(O)CCC2CC3OC3(CO)CCC3OC3(C)CCC1C2(C)C (stereo not drawn),106,101,102,109,109,135,105,100,114
c1ccc(-c2ccc(-c3ccccc3)o2)cc1,103,100,108,92,89,112,106,104,109
COc1ccc(CSc2nc3cc(OC)c(OC)cc3c(=O)n2Cc2ccccc2)cc1,105,108,100,101,111,109,103,106,101
C=C1CCC2C(C)(CO)C(O)CCC2(C)C1CC(NCc1ccccc1)C1=CCOC1=O (stereo not drawn),102,102,96,100,103,103,99,104,90
C/C(=N/O)c1ccc(N2C(=O)c3cc(Cl)c(Cl)cc3C2=O)cc1,103,102,101,102,99,108,103,101,99
CCCCCCc1cc2cc(-c3csc(/C=C/c4ccccc4)n3)c(=O)oc2cc1O,18,37,20,.,64,-93*,54,16,-31*

(listing goes on)
canonical_smiles,NCI-H460,IGROV1,NCI/ADR-RES,NCI-H226,NCI-H322M,COLO 205,NCI-H23,KM12,NCI-H522
Fc1ccc(-c2nnc(Nc3ccc(C(F)(F)F)cc3)o2)cc1,102,93,104,98,101,112,89,97,68
FC(F)(F)c1ccc(Nc2nnnc3ccccc23)cc1,67,67,72,.,82,97,51,57,64
ClC1=C(Cl)C2(Cl)C3(Cl)C(Cl)=C(Cl)C(Cl)(C34OCCO4)C2(Cl)C12OCCO2 (stereo not drawn),100,87,107,97,94,99,107,100,86
CC(C)CC(N)C(=O)NCC(=O)O (stereo not drawn),108,107,102,95,98,118,104,103,99
C[C@]1(CO)O[C@@H](n2cc(F)c(N)nc2=O)C[C@@H]1O,16,73,37,53,83,48,67,63,44
Nc1ccc(S(=O)(=O)O)c2ccc(N=Nc3ccc(N=Nc4ccc(S(=O)(=O)O)cc4)c4ccccc34)c(O)c12,101,87,112,92,95,105,98,99,89
CN(C)c1ccc(/C=C/C(=O)c2cc(Cl)ccc2O)cc1,100,.,89,101,96,103,88,76,.
CC(=O)Nc1ccc(N=Nc2c(S(=O)(=O)O)cc3cc(S(=O)(=O)O)cc(O)c3c2O)cc1,62,90,82,97,67,119,66,65,104
